LGR2 antag: inhibitors of bursicon-induced Drosophila LGR2 receptor cAMP signaling; inhibition, % at 9.99 µM; HEK293 LGR2, CRE-luciferase, bursicon-stimulated, 4 h; actives 0.35% (n = 380,000); AID 720647;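 active = drop in luminescence signal, shown as inhibition above about 50% in the replicate tests, limit read from the data, passing the limit was not always enough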;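 note: agonist challenge used bursicon conditioned medium at about half maximal strength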
C2C12 statin: suppression of simvastatin myotoxicity; actives 0.78% (n = 330,000); C2C12 myotubes + simvastatin, ATP luminescence, 48 h; scaled: DMSO 0, geranylgeraniol control 100; rescue of ATP level, % at 7.49 µM;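 active = mean ATP rescue above about 67%, or every replicate alone reaching that limit, limit read from the data, passing the limit was not always enough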;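 note: myotubes were challenged with 10 µM simvastatin during compound exposure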
XiGFP reactiv: reactivates the inactive X chromosome in mouse fibroblasts | XiGFP mouse fibroblasts, % GFP-positive cells imaging, 3 d; cells co-treated with 5-aza-dC sensitizer; scaled so ellipticine positive control = 100% | activation, % at 7.58 µM | actives 0.055% (n = 360,000) | AID 743238;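 active = mean normalized replicate activation at least 10% and every replicate at or above 10%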;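 note: 0% = median of on-plate neutral control wells and 100% = ellipticine 6 µM median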
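Assay system: SV40-immortalized XiGFP fibroblast cells, line 68-5-11; buffer or medium: DMEM plus 5-aza-dC sensitizer; compound: one concentration, pinned; timing: compounds 3 days, fix/stain 15 min at room temperature; benchmarks: positive control ellipticine, 6 µM final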
S100A4 inh HTS: S100A4-myosin IIA interaction inhibition; actives 0.14% (n = 360,000); AID 652163; S100A4/TAMRA-MyoIIA peptide fluorescence polarization; inhibition, % at 10.7 µM;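 active = mean inhibition of at least 70% across replicates, with every replicate also reaching that level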
Target sequence (P26447 whole entry, looked up): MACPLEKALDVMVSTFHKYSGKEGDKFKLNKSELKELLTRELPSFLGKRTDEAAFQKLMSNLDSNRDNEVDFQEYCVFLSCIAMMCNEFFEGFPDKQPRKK
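incubation = readout 5 min after mixing, signal stable up to 60 min | system = S100A4 monomer protein | buffer or medium = HEPES pH 7.2 with CaCl2, KCl, NaCl, DTT, Triton | benchmarks = neutral control DMSO, positive control TFP | also added = fluorescent myosin IIA peptide, 5 nM | compound dosing = one concentration per compound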
SIRT5 inh: blocks human SIRT5 desuccinylation of peptide; actives 1.1% (n = 330,000); AID 652115; Purified SirT5, succinyl-peptide AMC, trypsin-coupled fluorescence; inhibition, % at 15 µM; in the data active = inhibition above about 15%
Target sequence (Q9NXA8 whole entry, looked up): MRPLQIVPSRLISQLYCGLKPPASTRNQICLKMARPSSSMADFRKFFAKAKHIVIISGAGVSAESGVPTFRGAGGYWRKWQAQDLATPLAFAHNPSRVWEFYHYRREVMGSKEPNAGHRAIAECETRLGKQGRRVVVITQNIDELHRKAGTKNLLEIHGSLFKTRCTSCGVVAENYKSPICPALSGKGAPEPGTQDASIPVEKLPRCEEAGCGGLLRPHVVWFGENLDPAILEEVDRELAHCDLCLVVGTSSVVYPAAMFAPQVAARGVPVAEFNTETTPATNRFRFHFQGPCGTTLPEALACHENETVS
PGC1a acetyl inh: PGC1a acetylation modulation, inhibitor mode; inhibition, % at 15.6 µM; U2OS PGC1a acetylation, AlphaScreen anti-acetyl-lysine; with virally co-expressed GCN5 acetyltransferase; actives 0.17% (n = 350,000); AID 651687;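 active = every replicate shows inhibition of at least 40%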;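 note: 0% = neutral control wells and 100% = positive control wells; some results beyond the cut were filed as inactive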
ERAP1 HTS inh: ERAP1 (human) enzyme inhibition; inhibition, % at 10.7 µM; actives 0.15% (n = 340,000); AID 652197; recombinant ERAP1, Leu-AMC fluorescence, 60 min;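 active = mean replicate inhibition of at least 30%, or all replicates individually reaching that 30% level; inactive = mean below 30% and not every replicate reaching it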;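 note: 0% = neutral control wells and 100% = L-leucinethiol positive control wells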
Cneo AK release: Cryptococcus neoformans lysis via adenylate kinase release; C. neoformans lysis, adenylate kinase release luminescence, 4 h; normalised: neutral wells 0, clomiphene wells 100; lysis activity, % at 15 µM; actives 0.2% (n = 360,000);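 active = mean lysis activity across replicates of at least 80%, whatever share of replicates individually reach that level; inactive = mean lysis activity below 80%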
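Material: C. neoformans cells; Schedule: 4 h static compound exposure, 37 °C, read 1 h post-reagent; Measured by: adenylate kinase release luminescence; Read-out: signal increase indicating cell lysis; Controls: Clomiphene as positive lysis control.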
* = called active by the depositor; / = no result given.

SMILES	LGR2 antag	C2C12 statin	XiGFP reactiv	S100A4 inh HTS	SIRT5 inh	PGC1a acetyl inh	ERAP1 HTS inh	Cneo AK release
O=C(Nc1cccc(O)c1)c1ccc(NC(=O)C2CCCO2)cc1 (configuration not stated)	-22	-6	-0.1	-19	1	-22	-2	-1
CS(=O)(=O)c1ccc(C(=O)OCC(=O)N2CCCc3ccccc32)cc1	2	-1	0.0	-4	-3	-3	-2	-1
Cc1ccc(NC(=O)N2CCCCCC2)cc1C	-32	-7	0.0	-2	12	0	-7	-10
Cc1ccc(C(=O)CSc2nnc3n2CCCCC3)s1	-20	-1	-0.1	1	0	/	-4	0
CN(C)C(=O)[C@H]1C[C@H]1[C@@H](O)[C@H](CO)NC(=O)[C@H](COCc1ccccc1)NC(=O)OC(C)(C)C	5	-13	0.1	4	-3	7	3	-1
CC(=O)Nc1c(O)nc(SCC(=O)Nc2cccc(C)c2)[nH]c1=O	-8	5	/	-4	2	8	0	3
CCN(CC(=O)Nc1ccccc1C(F)(F)F)C(=O)C1CCN(C(=O)Nc2ccccc2)CC1	-8	8	0.1	0	-2	-9	0	5
C[C@@H]1CN([C@H](C)CO)C(=O)c2cc(C3=CCCC3)cnc2O[C@H]1CN(C)C(=O)NC1CCCC1	2	3	-0.1	3	2	-10	0	-2
COc1ccc(-c2nc(CSCC(=O)N3CCN(C(=O)c4ccco4)CC3)c(C)o2)cc1OC	-5	4	0.3	-3	-3	/	-2	1
COc1ccc(CNCc2ccco2)cc1OCc1ccccc1	-16	-43	/	/	/	4	/	-7
Cc1ccc(-c2csc3ncn(C(C)C(=O)O)c(=O)c23)cc1 (configuration not stated)	8	5	0.0	-6	-6	/	0	0
COc1cccc(CC2(CO)CCN(Cc3ccc(NC(C)=O)cc3)CC2)c1	-4	/	0.4	5	2	/	-2	/
N/C(=N\OC(=O)C12CC3CC(CC(C3)C1)C2)c1ccccc1	0	9	/	/	/	9	/	7
CCCCCCCc1c(O)nc(SCCN(C)C)[nH]c1=O	4	9	/	-4	-2	0	/	-3
Cn1c(=O)oc2cc(S(=O)(=O)NC(Cc3ccccc3)C(=O)N3CCCCC3)ccc21 (configuration not stated)	-7	/	0.0	6	11	-5	1	-2
COc1ccc(CNC(=O)C2CCCN(S(=O)(=O)c3c(C)noc3/C=C/N(C)C)C2)cc1 (configuration not stated)	12	21	0.1	2	-2	7	0	1
C=CCN=C1NN=C(c2cc(C)n(CC=C)c2C)CS1	12	/	0.1	7	-3	/	12	/
CCCN(C)C[C@@H]1Oc2ncc(-c3cccc(F)c3)cc2C(=O)N([C@H](C)CO)C[C@@H]1C	14	1	0.1	12	6	-8	-2	1
CC(NC(=O)CN(C)Cc1cccs1)c1ccccc1 (configuration not stated)	-5	/	0.1	-6	8	/	2	/
C[C@H]1CN([C@@H](C)CO)C(=O)c2cc(C#CCc3ccccc3)cnc2O[C@@H]1CN(C)C(=O)C1CCOCC1	-5	-8	-0.8	7	0	4	0	9
O=C(Nc1ccc2c(c1)OCCO2)c1cccc(C(=O)Nc2ccc3c(c2)OCCO3)c1	-63	-31	0.1	-6	1	-6	0	-2
CCC(Oc1ccccc1C)C(=O)N1CCCN(C)CC1 (configuration not stated)	-3	/	0.8	-1	-1	6	2	1
COCCNC(=O)C1CCCN(C(=O)c2cc(C)nn2C(C)(C)C)CC1 (configuration not stated)	0	-4	0.1	-14	/	-2	-3	-1
CC(C)[C@@H]1Cc2[nH][nH]c(=O)c2[C@H](CCc2ccccc2)O1	20	/	0.0	0	-2	/	/	/
CC(OC(=O)c1ccc(NS(=O)(=O)c2ccc3[nH]c(=O)[nH]c3c2)cc1)C(=O)Nc1cccc(Cl)c1Cl (configuration not stated)	-19	/	-0.1	1	-1	-24	-3	/
CC=Cc1ccc2n(c1=O)C[C@H]1[C@H](CO)[C@@H](C(=O)NC3Cc4ccccc4C3)N(CC)[C@@H]21 (mixture of isomers)	-4	-5	0.0	8	4	/	4	49
COc1ccc(S(=O)(=O)Nc2ccc3c(c2)CC(=O)N([C@H](C)CO)C[C@H](C)[C@H](CN(C)S(=O)(=O)c2c(C)noc2C)O3)cc1	-12	-26	-1.4	1	2	8	2	53
Cc1ccc(NC2CCCN(C(=O)c3snnc3C)C2)cc1C (configuration not stated)	-4	22	0.0	-1	1	3	0	-1
Cc1cc2cc3c(=O)[nH]c(=O)nc-3n(CC(O)C(O)C(O)CO)c2cc1C (configuration not stated)	-6	4	-0.1	-1	-19	2	-27	/
O=C(COC(=O)c1cc(S(=O)(=O)N2CCOCC2)ccc1Cl)NCc1ccc2c(c1)OCO2	5	-5	0.0	-2	-5	9	4	2

Rewritten comma-delimited: part of the list above.
structure,LGR2 antag,C2C12 statin,XiGFP reactiv,S100A4 inh HTS,SIRT5 inh,PGC1a acetyl inh,ERAP1 HTS inh,Cneo AK release
Cn1c(=O)oc2cc(S(=O)(=O)NC(Cc3ccccc3)C(=O)N3CCCCC3)ccc21 (configuration not stated),-7,/,0.0,6,11,-5,1,-2
COc1ccc(CNC(=O)C2CCCN(S(=O)(=O)c3c(C)noc3/C=C/N(C)C)C2)cc1 (configuration not stated),12,21,0.1,2,-2,7,0,1
C=CCN=C1NN=C(c2cc(C)n(CC=C)c2C)CS1,12,/,0.1,7,-3,/,12,/

The listing picks up; the three compounds before the break are reprinted first.
SMILES	LGR2 antag	C2C12 statin	XiGFP reactiv	S100A4 inh HTS	SIRT5 inh	PGC1a acetyl inh	ERAP1 HTS inh	Cneo AK release
Cc1ccc(NC2CCCN(C(=O)c3snnc3C)C2)cc1C (configuration not stated)	-4	22	0.0	-1	1	3	0	-1
Cc1cc2cc3c(=O)[nH]c(=O)nc-3n(CC(O)C(O)C(O)CO)c2cc1C (configuration not stated)	-6	4	-0.1	-1	-19	2	-27	/
O=C(COC(=O)c1cc(S(=O)(=O)N2CCOCC2)ccc1Cl)NCc1ccc2c(c1)OCO2	5	-5	0.0	-2	-5	9	4	2
COc1ccc(-n2nc(C(C)=O)c(=O)[nH]c2=O)cc1	-24	-1	0.0	-1	-1	-3	2	1
CSc1ncccc1C(=O)OCC(=O)NC1CCCCC1	-9	6	0.1	6	-5	0	4	-2
CNC(=O)C[C@@H]1CC[C@@H]2[C@@H](COc3ccc(NC(=O)Cc4cccs4)cc3C(=O)N2C)O1	0	-4	0.1	/	/	0	/	1
CCOC(=O)c1c(C)[nH]c(C(=O)OCC(=O)N2CCN(S(=O)(=O)c3ccc(C)cc3C)CC2)c1C	5	11	0.0	8	-3	16	-2	1
Cc1cc(C)c(C#N)c(SCc2ccccc2[N+](=O)[O-])n1	/	-8	-0.1	-6	5	0	-4	2
CCOCCc1nnc(NC(=O)C(C)Oc2ccccc2)s1 (configuration not stated)	-2	2	-0.1	-3	-2	-8	0	-1
Cc1ccc(S(=O)(=O)Nc2cccc3c2O[C@H](CN(C)S(=O)(=O)c2ccccc2)[C@H](C)CN([C@H](C)CO)C3=O)cc1	-4	-8	0.1	4	-1	11	-3	-4
COc1ccc(-c2nc(CS(=O)CC(=O)NC3CCCCC3C)c(C)o2)cc1OC (configuration not stated)	-3	2	0.0	0	-3	-18	-4	2
O=C(Nc1ccc(S(=O)(=O)N2CCOCC2)cc1)C1CCN(S(=O)(=O)c2ccccc2)CC1	4	14	-0.1	-2	0	/	-6	-6
O=C(CSc1nc(-c2ccc(F)cc2)cs1)NCC1CCCO1 (configuration not stated)	-2	-10	-0.1	-1	-3	6	-3	/
Cc1cc(=O)n2ccsc2n1	13	/	0.0	-5	0	7	-2	-4
CCc1nnc(N/N=C/c2c(Cl)cccc2Cl)n1N	11	-38	/	/	/	64*	/	-2
CC(=O)N1[C@@H]2CN(S(=O)(=O)c3ccccc3)c3ccccc3[C@@H]2[C@@H]1CO	-17	14	0.5	-2	-1	-7	-2	-1
Cc1noc(C)c1NC(=O)N(C)C[C@H]1Oc2c(cccc2N(C)C)C(=O)N([C@H](C)CO)C[C@H]1C	4	39	-0.2	27	-1	-1	-1	-19
O=C1Nc2ccccc2C1=NN=Cc1ccco1	-13	/	-0.2	1	/	/	3	/
O=C(NCCCc1ccccc1)C1CCC(=O)N(CCc2ccc(Cl)cc2)C1 (configuration not stated)	-19	/	0.1	-1	-3	8	2	-1
O=[N+]([O-])/C(C=Nc1ccccc1O)=C\Nc1ccccc1O	-21	33	-0.3	-2	4	-1	-4	3
COc1ccc(-c2c(-c3ccc4c(c3)OCO4)c3ccccc3n2C)cc1	-12	-8	0.1	11	/	1	/	0
CNC[C@H]1Oc2ccc(NS(=O)(=O)c3ccc(OC)cc3)cc2C(=O)N([C@@H](C)CO)C[C@@H]1C	29	18	0.1	20	2	1	2	-2
Cc1ccc(C)c(N2CCN(C(=O)CCc3nc(-c4cccc(F)c4)no3)CC2)c1	-15	4	-0.1	1	-4	4	1	11
CCCNC(=O)c1ccc(N2CCC3(CC2)CC(c2cccc(Br)c2)=NO3)c(NC(=O)c2c(Cl)cccc2Cl)c1	-5	8	0.0	-6	-2	-5	-2	-1
Cc1ccc(Nc2cc(C)nc3ncnn23)cc1	8	1	1.6	5	0	-6	-2	5
C[C@@H]1CN([C@H](C)CO)C(=O)c2cccc(NS(C)(=O)=O)c2O[C@@H]1CN(C)Cc1ccc(Oc2ccccc2)cc1	22	-2	-0.2	-4	0	-5	2	-2
O=C(CSc1n[nH]c(-c2cccnc2)n1)Nc1ccc([N+](=O)[O-])cc1	-1	-24	0.0	4	1	-1	-3	0
O=C(CNCc1ccccn1)Nc1cc(C(F)(F)F)ccc1N1CCOCC1	-30	3	-0.1	-9	17*	-5	0	1
O=C(N/N=C/c1[nH]c2ccccc2c1Cl)c1cccc(Br)c1	-9	/	0.0	-2	-3	14	2	2
O=C(NC[C@@H]1[C@@H](c2ccccc2)[C@H](CO)N1Cc1cccnc1)c1ccccn1	-6	-11	0.2	0	0	7	/	55
O=[N+]([O-])c1ccc(C2=NCCO2)cc1	-9	-1	-0.1	9	7	/	2	3
CCOC(=O)N1CCC2CC1c1cc(-c3cccc(OC)c3)ccc12 (configuration not stated)	17	6	0.0	15	-1	-4	0	-6
CO[C@@H]1CN(C)C(=O)c2ccc(NC(=O)Nc3ccccc3)cc2OC[C@H](C)NC[C@H]1C	-9	-1	0.2	7	4	6	2	3
Cc1ccccc1CC(=O)N1CCCC(CCC(=O)N2CCN(c3ccccn3)CC2)C1 (configuration not stated)	11	/	-0.1	-1	-5	-3	4	/
COc1ccc(C(=O)N/C(=C/c2cccnc2)C(=O)N2CCOCC2)cc1OC	4	2	0.0	-1	2	0	3	5
Cc1ccc(S(=O)(=O)N(C)C)cc1NC(=O)COC(=O)Cc1ccccc1F	-1	/	0.4	12	-9	/	-1	/
COc1cccc(-c2ccc3c(c2)[C@H]2[C@H](CCN2S(=O)(=O)c2ccccc2C)[C@@H](CO)N3)c1	-16	-17	0.9	5	6	9	-3	58
C[C@@H]1CN([C@H](C)CO)C(=O)c2cc(N(C)C)ccc2O[C@H]1CN(C)Cc1ccc(-c2ccccc2)cc1	-9	/	-0.4	-1	5	-20	5	/
CNc1nc2[nH]c(=O)c3c(c2s1)OC(N)=C(C#N)C3c1ccccc1 (configuration not stated)	-15	/	0.0	/	/	-7	/	-1

High-throughput results as filed in PubChem BioAssay.

These rows are one share of the data. The share of hits here may be higher or lower than overall.
